NCI-60 one-dose screen, 48 h, at 10 µM unless noted. Numbers give growth in % (100 = growth as untreated, 0 = no growth, -100 = all killed).
CAKI-1: CAKI-1 renal cancer. actives 4.7% (n = 75,000). AID 1794772
UO-31: UO-31 renal cancer. actives 5.2% (n = 81,000). AID 1794768
786-0: 786-0 renal cancer cells | actives 5.1% (n = 81,000) | AID 1794775
RXF 393: RXF 393 renal cancer cells | actives 6.9% (n = 77,000) | AID 1794773
TK-10: TK-10 renal cancer cells. AID 1794769. actives 3.9% (n = 81,000)
U251: U251 CNS tumor cells. actives 5.4% (n = 80,000)
A498: A498 renal cancer cells | actives 5.4% (n = 76,000)
ACHN: ACHN renal cancer | actives 4.9% (n = 81,000) | AID 1794771
SN12C: SN12C renal cancer cells; actives 3.8% (n = 81,000); AID 1794767
Active calls of the source: *. How the source made its calls: active means growth percent below 10; inactive means the rest.

SMILES	CAKI-1	UO-31	786-0	RXF 393	TK-10	U251	A498	ACHN	SN12C
CCC1C(=O)OCC1Cc1cncn1C (configuration not stated)	95.3	72.8	91.1	95.7	109.2	99.2	104.5	98.2	104.7

High-throughput results from PubChem BioAssay.

The list is partial; the hit share may differ from the screen's.
